High-throughput results as filed in PubChem.
Growth percent in the NCI-60 one-dose screen (48 h, 10 µM unless noted): 100 = growth as untreated, 0 = no growth, -100 = all killed.
786-0: 786-0 renal cancer cells. AID 1794775. hit rate 5.1% among 81,000
UO-31: UO-31 renal cancer. hit rate 5.2% among 81,000. AID 1794768
TK-10: TK-10 renal cancer cells. hit rate 3.9% among 81,000. AID 1794769
RXF 393: RXF 393 renal cancer cells; hit rate 6.9% among 77,000; AID 1794773
ACHN: ACHN renal cancer; AID 1794771; hit rate 4.9% among 81,000
IGROV1: IGROV1 ovarian cancer. hit rate 4.7% among 79,000. AID 1794786
SN12C: SN12C renal cancer cells. AID 1794767. hit rate 3.8% among 81,000
SK-OV-3: SK-OV-3 ovarian cancer cells | hit rate 3.2% among 80,000
* = called active by the depositor; & = joins results of further samples. Rule for the calls: active = growth percent below 10; inactive = the rest.

CN1C(=O)CCC1C(=O)NCc1cc(C(F)(F)F)ccc1Cl (centres undefined) was read as 786-0 103, UO-31 85, TK-10 93, RXF 393 116, ACHN 100, IGROV1 102 and SK-OV-3 94.
Screening O=C1C=CC(=O)N1C1CCCCCCCCCCC1 returned 786-0 95, UO-31 60, TK-10 72, RXF 393 64, ACHN 50, IGROV1 80, SN12C 83 and SK-OV-3 91.
O=c1c2cccc3c(Nc4ccc(F)cc4)ccc(c32)c2nc3ccccc3n12 was read as 786-0 97, UO-31 49, TK-10 75, RXF 393 98, ACHN 88, SN12C 88 and SK-OV-3 101.
For NC1=CCNN1 the results were UO-31 86, TK-10 112, RXF 393 106, ACHN 99, IGROV1 114, SN12C 105 and SK-OV-3 91.
`CC1(C)SC2c3ccccc3C(=O)N2C1C(=O)O` (centres undefined) gave 786-0 108&104, UO-31 100&90, TK-10 114&99, RXF 393 102&96, ACHN 100&99, IGROV1 118&118, SN12C 102&99 and SK-OV-3 122&104.
Screening CC(C)(C)Nc1c(-c2cccs2)nc2ncccn12 returned 786-0 104, UO-31 87, TK-10 101, RXF 393 99, ACHN 107, IGROV1 102, SN12C 95 and SK-OV-3 100.
CN=S(=O)(OCCCCCOS(=O)(=NC)c1ccc(C)cc1)c1ccc(C)cc1 (centres undefined) was read as 786-0 99, UO-31 49, TK-10 118, RXF 393 123, ACHN 77, IGROV1 14, SN12C 95 and SK-OV-3 100.
`CCCCCCCCCCCCCCCCCC(=O)[O][Sn]([CH2]CCC)([CH2]CCC)[CH2]CCC` gave 786-0 -100*, UO-31 -92*, TK-10 -94*, RXF 393 -98*, ACHN -97*, IGROV1 -89*, SN12C -47* and SK-OV-3 -96*.
CCOC(=O)c1c(-c2ccccc2)c[nH]c1C was read as 786-0 105, TK-10 96, RXF 393 96, ACHN 105, SN12C 95 and SK-OV-3 109.
CC(O)CNC(Cc1ccccc1)c1ccccc1 (centres undefined) was read as 786-0 79, UO-31 90, TK-10 94, RXF 393 108, ACHN 101, IGROV1 102, SN12C 97 and SK-OV-3 75.
For Fc1ccc(C2=NN(c3ccccc3)C(c3sc(Cl)nc3Cl)C2)cc1 (centres undefined) the results were 786-0 89, UO-31 81, TK-10 90, RXF 393 89, ACHN 99, IGROV1 95, SN12C 82 and SK-OV-3 106.
For O=C(Oc1ccc(CCI)cc1)c1ccc([N+](=O)[O-])cc1 the results were 786-0 102, UO-31 77, TK-10 105, RXF 393 109, ACHN 98, IGROV1 107, SN12C 97 and SK-OV-3 102.
Screening O=C(Cn1c(=O)[nH]c2ccccc2c1=O)NCC(=O)NNC(=S)Nc1ccccc1 returned 786-0 99, TK-10 106, RXF 393 105, ACHN 103, IGROV1 114, SN12C 105 and SK-OV-3 128.
`Cc1cc2c(cc1[N+](=O)[O-])NC(CNC(C)C)CC2` (centres undefined) gave 786-0 93, UO-31 91, TK-10 97, RXF 393 117, ACHN 100, SN12C 105 and SK-OV-3 100.
For COc1ccc2[nH]c(O)c(/C=c3/ccc4c(c3)N=C(c3ccc(F)cc3)N=4)c2c1 the results were 786-0 -30*, UO-31 63, TK-10 116, RXF 393 12, ACHN 31, IGROV1 -7.4*, SN12C 50 and SK-OV-3 63.
CN1CCN(c2ccc(Nc3nc(NCCCNS(=O)(=O)c4ccccc4)c4sccc4n3)cc2)CC1 was read as 786-0 7.3*, UO-31 69, TK-10 145, RXF 393 -30*, ACHN 20, IGROV1 80, SN12C 73 and SK-OV-3 122.
O=C(CCc1nc2c(=O)[nH]c(=S)[nH]c2[nH]c1=O)NCc1ccc(C(=O)O)cc1 was read as 786-0 97, UO-31 87, TK-10 92, RXF 393 95, ACHN 103, IGROV1 102, SN12C 97 and SK-OV-3 109.
For CCCCCC(=O)OCc1ccc(Cl)c(Cl)c1 the results were 786-0 104, UO-31 90, TK-10 104, RXF 393 116, ACHN 107, IGROV1 106, SN12C 111 and SK-OV-3 107.
Screening CC(C)=CCCC(C)O (centres undefined) returned 786-0 111, UO-31 81, TK-10 101, RXF 393 113, ACHN 100, IGROV1 109, SN12C 101 and SK-OV-3 112.
`CC(=O)N1N=C(C2C(=O)N(C)C(=O)N(C)C2=O)CC1c1ccccc1C(=O)O` (centres undefined) gave 786-0 98, UO-31 87, TK-10 98, RXF 393 104, ACHN 99, IGROV1 112, SN12C 101 and SK-OV-3 95.
Screening CC1(c2ccccc2O)NN=C(/N=C/c2cccc([N+](=O)[O-])c2)N1C(Cc1c[nH]c2ccccc12)C(=O)O (centres undefined) returned 786-0 99, UO-31 71, TK-10 141, RXF 393 91, ACHN 91, IGROV1 62, SN12C 94 and SK-OV-3 61.
COc1cc2c(c(OC)c1OC)C(=O)CC(c1cccc(C(=O)Nc3cccc(Br)c3)c1)O2 (centres undefined) was read as 786-0 84, UO-31 51, TK-10 109, RXF 393 89, ACHN 89, IGROV1 83, SN12C 72 and SK-OV-3 82.
`COC(=O)/C(=C/c1ccccc1)CBr` gave 786-0 95, UO-31 97, TK-10 94, ACHN 103, SN12C 101 and SK-OV-3 105.
`OC1OC(COC(c2ccccc2)(c2ccccc2)c2ccccc2)C(O)C(O)C1O` (centres undefined) gave 786-0 102, UO-31 77, RXF 393 96, ACHN 97, IGROV1 95, SN12C 74 and SK-OV-3 100.
CCOC(=O)c1c(C)oc2ncnc(Nc3cccc(F)c3)c12 was read as 786-0 96, UO-31 101, TK-10 96, RXF 393 98, ACHN 109, SN12C 89 and SK-OV-3 101.
Screening CC(=O)CSc1nc(N)nc2nc[nH]c12 returned 786-0 102, UO-31 92, TK-10 92, RXF 393 122, ACHN 104, IGROV1 107, SN12C 96 and SK-OV-3 115.
For Nc1nonc1-n1nncc1-c1ccc(Cl)s1 the results were 786-0 111, UO-31 85, TK-10 126, RXF 393 101, ACHN 112, IGROV1 112, SN12C 106 and SK-OV-3 111.
Screening ClC1CC/C=C\CC/C=C/CCC1Cl (centres undefined) returned 786-0 102, TK-10 105, RXF 393 105, ACHN 105, IGROV1 105, SN12C 98 and SK-OV-3 109.
CC(=O)Nc1ccc(/C=C2\SC(=S)N(/C=C(\C(C)=O)C(N)=O)C2=O)cc1 was read as 786-0 88, UO-31 68, TK-10 97, RXF 393 93, ACHN 98, IGROV1 105, SN12C 95 and SK-OV-3 87.
`Cc1c(C#N)cccc1NN` gave 786-0 102, UO-31 90, TK-10 122, RXF 393 114, ACHN 105, IGROV1 108, SN12C 101 and SK-OV-3 107.
Screening COc1ccc(N)cc1S(=O)(=O)O returned 786-0 97, UO-31 75, TK-10 101, RXF 393 102, ACHN 96, IGROV1 111, SN12C 94 and SK-OV-3 92.
COc1ccc(-c2cc(Cc3cccs3)c(=O)n(CN3CCN(C)CC3)n2)cc1 was read as 786-0 109, UO-31 61, TK-10 111, RXF 393 112, ACHN 96, IGROV1 87, SN12C 94 and SK-OV-3 103.
`O=c1c2ccccc2nc(-c2ccccc2)n1O` gave 786-0 98, UO-31 85, TK-10 132, RXF 393 95, ACHN 99, IGROV1 95, SN12C 104 and SK-OV-3 107.
N=c1scc(-c2ccccc2)n1CC(=O)N1CCOCC1 was read as 786-0 102, UO-31 58, TK-10 132, RXF 393 99, ACHN 88, IGROV1 87, SN12C 101 and SK-OV-3 92.
Screening O=C(NCc1ccccc1)C(F)(F)F returned 786-0 112, UO-31 94, TK-10 108, RXF 393 103, ACHN 108, IGROV1 110, SN12C 101 and SK-OV-3 114.
`CCOC(=O)c1cc(OCC)c(OCC)c(OCC)c1N` gave 786-0 105, UO-31 92, TK-10 123, RXF 393 103, ACHN 102, IGROV1 113, SN12C 98 and SK-OV-3 97.
Screening CC(C)CC(NC(=O)C(CCC(=O)O)NC(=O)C(CC(=O)O)NC(=O)C(CCCCN)NC(=O)C(C)NC(=O)C(NC(=O)C(CCC(=O)O)NC(=O)C(CC(=O)O)NC(=O)CNC(=O)C(CCCN=C(N)N)NC(=O)C(N)CCCN=C(N)N)C(C)O)C(N)=O (centres undefined) returned 786-0 101, UO-31 107, TK-10 95, RXF 393 122, ACHN 112, IGROV1 109, SN12C 105 and SK-OV-3 82.
CCCc1cc(NC)nc(S(=O)(=O)CC)n1 was read as 786-0 101, UO-31 92, TK-10 110, RXF 393 108, ACHN 107, IGROV1 105, SN12C 99 and SK-OV-3 116.
CCCCOc1ccc(OC(=O)Nc2cc(Cl)ccc2OC)cc1 was read as 786-0 88, UO-31 61, TK-10 87, RXF 393 92, ACHN 31, SN12C 102 and SK-OV-3 101.
For COc1ccc(-c2nn3c(-c4cc(Cl)cc(Cl)c4Cl)nnc3s2)cc1 the results were 786-0 103, UO-31 117, TK-10 108, RXF 393 95, ACHN 87, IGROV1 88, SN12C 94 and SK-OV-3 94.
NC(N)=N/N=C(/c1ccccc1)c1ccccc1F was read as 786-0 -26*, UO-31 44, TK-10 65, RXF 393 43, ACHN 41, IGROV1 21, SN12C 37 and SK-OV-3 20.
Cn1cnc2ncnn2c1=S was read as 786-0 99, UO-31 89, TK-10 98, RXF 393 97, ACHN 103, IGROV1 109, SN12C 102 and SK-OV-3 102.
Screening CN(C)c1ccc(N(C)C)c(C(O)(c2ccccc2)c2ccccc2)c1 returned 786-0 83, UO-31 77, TK-10 107, RXF 393 102, ACHN 95, IGROV1 87, SN12C 89 and SK-OV-3 100.
CC1=C(C(=O)Nc2ccc(Cl)c(C(=O)OC(C)C)c2)SCCO1 was read as 786-0 110, UO-31 81, TK-10 89, RXF 393 27, ACHN 100, IGROV1 77, SN12C 89 and SK-OV-3 106.
Screening Cc1[nH]c2ccccc2c1CCNC(=O)c1cccs1 returned 786-0 100, UO-31 86, TK-10 127, RXF 393 107, ACHN 97, IGROV1 91, SN12C 98 and SK-OV-3 94.

A run of entries taken from the entries so far, as a working copy:
NC(N)=N/N=C(/c1ccccc1)c1ccccc1F was read as 786-0 -26*, UO-31 44, TK-10 65, RXF 393 43, ACHN 41, IGROV1 21, SN12C 37 and SK-OV-3 20.
Cn1cnc2ncnn2c1=S was read as 786-0 99, UO-31 89, TK-10 98, RXF 393 97, ACHN 103, IGROV1 109, SN12C 102 and SK-OV-3 102.
Screening CN(C)c1ccc(N(C)C)c(C(O)(c2ccccc2)c2ccccc2)c1 returned 786-0 83, UO-31 77, TK-10 107, RXF 393 102, ACHN 95, IGROV1 87, SN12C 89 and SK-OV-3 100.
CC1=C(C(=O)Nc2ccc(Cl)c(C(=O)OC(C)C)c2)SCCO1 was read as 786-0 110, UO-31 81, TK-10 89, RXF 393 27, ACHN 100, IGROV1 77, SN12C 89 and SK-OV-3 106.

Some of these compounds in order of formula weight, largest number first:
`CCCCCCCCCCCCCCCCCC(=O)[O][Sn]([CH2]CCC)([CH2]CCC)[CH2]CCC` gave 786-0 -100*, UO-31 -92*, TK-10 -94*, RXF 393 -98*, ACHN -97*, IGROV1 -89*, SN12C -47* and SK-OV-3 -96*.
`O=c1c2ccccc2nc(-c2ccccc2)n1O` gave 786-0 98, UO-31 85, TK-10 132, RXF 393 95, ACHN 99, IGROV1 95, SN12C 104 and SK-OV-3 107.
Screening CC(C)=CCCC(C)O (centres undefined) returned 786-0 111, UO-31 81, TK-10 101, RXF 393 113, ACHN 100, IGROV1 109, SN12C 101 and SK-OV-3 112.
